TR SRC2 fluor cs – Texas Red fluorescence interference in TRb-SRC2 counter-screen; TRb/SRC2 Texas Red total fluorescence interference; Potency, µM (highest dose often 106 µM), inactives show top-dose fluorescence change, negative = quenching; actives 0.29% (n = 280,000); AID 1479; active = well fitted curve in either direction with a large enough effect; inconclusive = small, poorly fitted or top-dose-only effect
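Flags fluorescent or light-absorbing compounds by total fluorescence, S + 2P, at 555 nm excitation and 632 nm emission. Mixture: 20 nM Texas Red SRC2 peptide, 0.6 uM human TRb LBD, 1 uM T3, 5% DMSO; compound exposure 5 h at ambient temperature.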
Tau FP inhib – blocks human tau fibril formation measured by polarization | P10636 | K18 P301L tau heparin fibrillization, Alexa594 FP, 6 h | Potency, µM (doses to about 57.7 µM), inactives show top-dose activity, negative = inhibition, actives largely listed as inhibitors | actives 0.39% (n = 280,000); note: nearly all actives have a fitted effect of over 55% in size
Target sequence (P10636 561-689 P618L limits assumed): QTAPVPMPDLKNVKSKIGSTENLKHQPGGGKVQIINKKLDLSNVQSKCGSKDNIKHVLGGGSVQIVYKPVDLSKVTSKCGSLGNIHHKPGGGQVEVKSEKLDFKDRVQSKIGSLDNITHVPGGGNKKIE
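Human tau K18 […] P301L fragment, 15 uM unlabeled plus 0.24 uM Alexa 594-labeled tau (final), with compound and 20 uM heparin in 100 mM sodium acetate pH 7; 6 hr at 37 C, then Alexa 594 FP read.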
ALDH1A1 block – blocks purified human ALDH1A1 activity | actives 7.3% (n = 220,000) | P00352 | Purified ALDH1A1, NADH fluorescence, propionaldehyde substrate | Potency, µM (top dose mostly 75.3 µM), inactives show top-dose activity, negative = inhibition, hits mostly inhibitors; active = well fitted inhibition curve with a large enough effect, not every such curve was filed as active; inconclusive = small, poorly fitted or top-dose-only effect, or another doubt; inactive = no such curve, though single readings can be large or run the other way;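 note: plate controls were no enzyme wells and a reference inhibitor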
Target sequence (P00352 whole entry, looked up): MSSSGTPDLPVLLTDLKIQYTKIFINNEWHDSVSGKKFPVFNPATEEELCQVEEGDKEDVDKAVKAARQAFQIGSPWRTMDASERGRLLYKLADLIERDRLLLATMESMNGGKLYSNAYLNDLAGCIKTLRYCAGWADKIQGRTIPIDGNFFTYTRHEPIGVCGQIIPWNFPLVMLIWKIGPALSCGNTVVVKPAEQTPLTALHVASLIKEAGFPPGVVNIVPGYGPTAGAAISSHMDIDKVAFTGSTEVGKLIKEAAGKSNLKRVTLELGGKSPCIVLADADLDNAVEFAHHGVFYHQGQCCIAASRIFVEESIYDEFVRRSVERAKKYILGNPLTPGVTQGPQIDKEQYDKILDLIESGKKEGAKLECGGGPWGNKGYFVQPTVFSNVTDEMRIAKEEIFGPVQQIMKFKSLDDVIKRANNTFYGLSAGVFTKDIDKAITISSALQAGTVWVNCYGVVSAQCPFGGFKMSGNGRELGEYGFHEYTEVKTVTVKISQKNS
Tau fibril ThT – blocks human tau fibril formation measured by thioflavin T. recombinant tau K18 P301L, heparin-induced fibrillization, ThT fluorescence. actives 2.1% (n = 270,000). Potency, µM (series often up to 57.4 µM), inactives show at the highest dose activity, negative = inhibition, hits mostly inhibitors. AID 1460. P10636; note: nearly all actives have a fitted effect of over 55% in size
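Tau K18 P301L fragment (15 uM unlabeled plus 0.24 uM Alexa 594-labeled) in 100 mM sodium acetate pH 7 with compound, fibrillization induced by 20 uM heparin for 6 hr at 37 C. Thioflavin T (30 uM) added, fluorescence read after 1 hr (ex 450, em 510 nm).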
L3MBTL1 block – inhibitors of human L3MBTL1 | Q9Y468 | AlphaScreen L3MBTL1–H3K9me1 peptide binding | Potency, µM (doses to about 57.1 µM), without a hit: top-dose activity, negative = inhibition, actives largely listed as inhibitors | actives 0.66% (n = 230,000) | AID 485360; note: nearly all actives have a fitted effect of over 60% in size
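AlphaScreen proximity signal between nickel-chelate acceptor and streptavidin donor beads (final 10 ug/mL) reports binding of 50 nM L3MBTL1 to 75 nM biotin-H3 K9me1 peptide; complex incubated with compounds 30 min at room temperature; cefsulodin titration as control.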
TRb-SRC2 inh – disrupts binding of human TR beta to SRC2. P10828. TRbeta-SRC2 peptide binding, fluorescence polarization; receptor liganded with 1 µM T3. Potency, µM (doses to about 106 µM), inactives show at the top dose activity change, negative = inhibition, hits mostly inhibitors. actives 0.065% (n = 280,000). AID 1469;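 note: plate controls were bound peptide for no effect and peptide without receptor for full effect; nearly all actives have a fitted effect of over 50% in size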
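Quantitative HTS by FP: 0.6 uM TRb LBD, 20 nM labeled SRC2 20-mer, 1 uM T3, 5% DMSO; 5 hr ambient incubation; % activity per concentration and potencies from concentration series.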
Tau fluor cs – counter-screen for tau fibril formation inhibitors; tau K18 P301L (four-repeat tau fragment) Alexa594 fluorescence, heparin fibrillization; Potency, µM (doses to about 57.7 µM), inactives show at the top dose activity change, negative = decrease; actives 0.93% (n = 280,000); note: nearly all actives have a fitted effect of over 55% in size
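Human K18 P301L tau (15 uM unlabeled plus 0.24 uM Alexa 594-labeled, final) in 100 mM sodium acetate pH 7 was mixed with compound and 20 uM heparin and incubated 6 hr at 37 C.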
aGal spleen mod – inhibits or activates alpha-galactosidase in human spleen homogenate; P06280; human spleen homogenate, 4MU-alpha-Gal fluorescence, 40 min; Potency, µM (highest dose often 80 µM), for the others: at the highest dose activity change, negative = inhibition, usual class: inhibitors; AID 2107; actives 0.008% (n = 240,000);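 note: 0% = enzyme with vehicle and -100% = no enzyme basal signal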
Target sequence (P06280 32-429 limits assumed): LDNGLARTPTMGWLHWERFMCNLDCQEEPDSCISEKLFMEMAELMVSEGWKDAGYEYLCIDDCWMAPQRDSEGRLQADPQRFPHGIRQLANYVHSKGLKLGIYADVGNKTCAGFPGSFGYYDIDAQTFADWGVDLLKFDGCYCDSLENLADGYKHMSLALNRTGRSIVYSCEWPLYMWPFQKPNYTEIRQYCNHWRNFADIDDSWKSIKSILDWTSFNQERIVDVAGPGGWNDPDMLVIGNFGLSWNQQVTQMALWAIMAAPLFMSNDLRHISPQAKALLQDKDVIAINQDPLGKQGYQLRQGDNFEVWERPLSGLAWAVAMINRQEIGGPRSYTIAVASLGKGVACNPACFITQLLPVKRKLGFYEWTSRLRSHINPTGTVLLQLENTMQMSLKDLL
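Inhibition or activation of alpha-galactosidase in human spleen homogenate is scored by 4-MU fluorescence after 40 min at 37C, pH 5.0, with 1 mM substrate. AC50s come from concentration-response fitted to the Hill equation.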
* hit, by the source's call; u = inconclusive; x = not tested or not shown; & = joins results of further samples; [ ] = remark or other dose. Unless noted, calls come from the whole dose curve; as a rule, active = well fitted curve in the direction sought with a large enough effect; inconclusive = small, poorly fitted or top-dose-only effect, or another doubt; inactive = no such curve, though single readings can be large; an effect the other way counts as inactive or inconclusive. Unless noted, % is set by controls: 0 for no effect and ±100 for the full control effect; potency is the fitted concentration of half-maximal effect.

SMILES	TR SRC2 fluor cs	Tau FP inhib	ALDH1A1 block	Tau fibril ThT	L3MBTL1 block	TRb-SRC2 inh	Tau fluor cs	aGal spleen mod
OC1/C(=C/c2ccccc2F)N2CCC1CC2 (stereo unspecified)	-5%	3%	2%	2%	1%[11.4 µM]	3%	5%	2%
N#Cc1ccccc1Cn1cc(C(=O)c2cccs2)c2ccccc21	2%	u	u	-1%	4%	1%	u	-7%
COc1cc(CC(C)N)c(OC)cc1I (stereo unspecified)	0%	-3%	-10%	0%	x	2%	-5%	4%
C=CCn1c(O)c(C(CC)=NCc2ccc3c(c2)OCO3)c(=O)[nH]c1=O	0%	2%	x	-3%	6%	-2%	-6%	11%
Cn1c(O)c(C=NC2CC3CCC2(C)C3(C)C)c(=O)[nH]c1=O (stereo unspecified)	-4%	-3%	-11%	-13%	-2%	-3%	-2%	6%
O=C(CNC(=O)c1ccccc1)NCC(=O)OCC(=O)c1ccc([N+](=O)[O-])cc1	1%	u	0.89µM*	u	13%	8%	-17%	2%
Cc1ccc(-c2nc3ccccc3c(=O)n2-c2nccs2)cc1	2%	0%	u	-5%	6%	0%	-10%	-4%
O=C1NC(=O)C(=Cc2ccc(Sc3ccccc3)o2)C(=O)N1	0%	4%	x	u	-6%	0%	1%	-4%
CCCCN1CCC(C#N)(Nc2ccccc2)CC1	-1%	3%	0%	-5%	2%	-1%	-3%	-3%
O=C(O)COc1cc(Cl)c(Cl)cc1Cl	-3%[201 µM]	-8%	13%	0%	x	-2%[201 µM]	-7%	-7%
CCCCN1C(=O)NC(=O)/C(=C/c2cnc(SC)nc2)C1=O	-1%	-13%	30%[activator]	u	-1%	4%	-18%	-12%
Cc1nc2ccccc2c(=O)n1-c1ccc(Br)cc1[N+](=O)[O-]	0%	-4%	15%	-5%	5%	-2%	-14%	3%
COCCNC(=O)c1c(N)n(CCC(C)C)c2nc3ccccc3nc12	-3%	0%	u	-17%	x	3%	u	u
CCC1(CC)C(=O)NC(=Nc2cccc(C(F)(F)F)c2)NC1=O	-1%	0%	-4%	2%	12%	-1%	4%	3%
CCC[C@@H]1CC2=CC(=O)CC[C@]2(C)[C@@H]2CC[C@@]3(C)[C@H](CC[C@]3(O)CCC(=O)O)[C@H]12	-2%	7%	6%	0%	x	-1%	3%	2%
Cc1ccc(C(=O)N[C@@H](C)CN2C3=NC[C@H](Cc4ccccc4)N3C[C@H]2Cc2ccc(O)cc2)cc1Br	1%	6%	x	u	x	6%	-14%	-2%
COc1ccc(C(CC(=O)N2CCC3(CC2)OCCO3)NS(=O)(=O)c2ccc(OC)cc2)cc1 (stereo unspecified)	-2%	0%	-12%	5%	x	-9%	2%	-17%
CC(C)(C)NC(=O)Cn1cc(C(=O)c2ccccc2F)c2ccccc21	0%	-2%	-15%	-7%	x	-2%	-13%	9%
Cc1c2ccncc2c(C)c2c1[nH]c1ccccc12	-3%	5%&1%	u	11µM*	7%	4%	u	-3%
O=C(CN1CC=C(c2ccccc2)CC1)NC(=O)NCc1ccccc1	1%	4%	-2%	u	x	6%	-16%	5%
COc1ccc(OC)c(/C=N/OC(=O)Nc2ccc(Cl)cc2)c1	-2%	-12%	u	-11%	x	-1%	u	7%
O=Cc1ccco1	-1%	x	17%	x	x	-9%	x	15%
COc1cc(CN=C(C)c2c(O)n(C3CCCCC3)c(=O)[nH]c2=O)cc(OC)c1	-1%	-6%	u	-16%	-11%	-4%	-25%	2%
COC[C@H]([C@@H](O)[C@@H](O)C(=O)NCC[C@@H](C)c1nc(/C=C/C[C@H]2OC3(C[C@H](O)[C@H]2C)OC([C@@H](C[C@@H](O)[C@@H](C)[C@@H](O)[C@@H](C)/C=C(C)/C(C)=C/C=C/C(C)=C\C#N)OC)[C@@H](OP(=O)(O)O)C3(C)C)co1)N(C)C (stereo partly specified)	-7%&1%	1%	-6%	-3%	x	2%&4%	-3%	8%&-7%

Six structures already listed, sorted by number of heavy atoms, ascending.
SMILES	TR SRC2 fluor cs	Tau FP inhib	ALDH1A1 block	Tau fibril ThT	L3MBTL1 block	TRb-SRC2 inh	Tau fluor cs	aGal spleen mod
O=Cc1ccco1	-1%	x	17%	x	x	-9%	x	15%
CCCCN1CCC(C#N)(Nc2ccccc2)CC1	-1%	3%	0%	-5%	2%	-1%	-3%	-3%
COc1ccc(OC)c(/C=N/OC(=O)Nc2ccc(Cl)cc2)c1	-2%	-12%	u	-11%	x	-1%	u	7%
COCCNC(=O)c1c(N)n(CCC(C)C)c2nc3ccccc3nc12	-3%	0%	u	-17%	x	3%	u	u
CCC[C@@H]1CC2=CC(=O)CC[C@]2(C)[C@@H]2CC[C@@]3(C)[C@H](CC[C@]3(O)CCC(=O)O)[C@H]12	-2%	7%	6%	0%	x	-1%	3%	2%
COC[C@H]([C@@H](O)[C@@H](O)C(=O)NCC[C@@H](C)c1nc(/C=C/C[C@H]2OC3(C[C@H](O)[C@H]2C)OC([C@@H](C[C@@H](O)[C@@H](C)[C@@H](O)[C@@H](C)/C=C(C)/C(C)=C/C=C/C(C)=C\C#N)OC)[C@@H](OP(=O)(O)O)C3(C)C)co1)N(C)C (stereo partly specified)	-7%&1%	1%	-6%	-3%	x	2%&4%	-3%	8%&-7%

Continued:
SMILES	TR SRC2 fluor cs	Tau FP inhib	ALDH1A1 block	Tau fibril ThT	L3MBTL1 block	TRb-SRC2 inh	Tau fluor cs	aGal spleen mod
CNc1ccccc1C(=O)O	-3%	-4%	u	-7%	x	-8%	-5%	u
C=C1N2CCC(CC2)C1(O)c1ccc(C)cc1 (stereo unspecified)	3%	-3%	3%	-13%	x	2%	-8%	8%
COC1=CC=C2[C@H]3Cc4ccc(OC)c5c4[C@@]2(CCN3C)[C@H]1O5	-2%	1%	11%	-11%	x	-3%	-16%	1%
CC1CC[C@@]2(OC1)O[C@@H]1[C@@H](O)[C@H]3C4CC[C@H]5C[C@@H](O[C@@H]6O[C@H](CO)[C@H](O[C@@H]7O[C@H](CO)[C@@H](O)[C@H](O[C@@H]8OC[C@@H](O)[C@H](O)[C@H]8O)[C@H]7O[C@@H]7O[C@H](CO)[C@@H](O)[C@H](O[C@@H]8O[C@H](CO)[C@@H](O)[C@H](O)[C@H]8O)[C@H]7O)[C@H](O)[C@H]6O)[C@H](O)C[C@]5(C)C4CC[C@]3(C)[C@H]1[C@@H]2C (stereo partly specified)	-1%	1%	4%	-9%	x	0%	-5%	14%
CCCCc1nn2c(=O)cc(COC(=O)Cc3ccccc3)nc2s1	-5%	u	x	-7%	x	-2%	-11%	x
Cc1ccc(CNCCc2ccccc2F)cc1	-1%[53 µM]	3%	1%	11%	8%	-3%[53 µM]	5%	-8%
C=CCN1C(=O)C2(C(C(=O)OCC)=C(N)Oc3ccccc32)C2=C1CCCC2=O (stereo unspecified)	0%	-9%	4µM*	-6%	x	-2%	1%	-1%
Cc1ccc(-n2c(-c3cccs3)nc3ccccc3c2=O)cc1	-5%	0%	u	-2%	-1%	2%	-11%	-2%
Cn1c(O)c(C=NC2CC(C)(C)NC(C)(C)C2)c(=O)n(C)c1=O	-5%	2%	-13%	6%	-2%	0%	7%	11%
COc1ccc(-n2c(/C=C3/C(=O)Nc4ccccc43)nc3ccccc3c2=O)cc1	-1%	5%	21%	u	x	-3%	-11%	-3%
C=CCn1c(O)c(C=NC2CCN(Cc3ccccc3)CC2)c(=O)[nH]c1=O	2%	-6%	x	x	x	-1%	0%	-1%
CN(C)C(=O)Oc1ccc(Br)c2ccccc12	-1%	-3%	1%	-7%	11%	-6%	-9%	-4%
CC(=O)N1N=C(c2cccnc2)CC1c1ccccc1O (stereo unspecified)	-3%	0%	2%	-8%	-1%	2%	-8%	3%
Cc1ccc(S(=O)(=O)N[C@@H](CCCCN)C(=O)CCl)cc1	0%	5%	8.9µM*	-4%	x	-11%	0%	7%
CCc1ccc(-n2nc(C)c3c2NC(=O)CSC3c2ccc(C(=O)OC)cc2)cc1 (stereo unspecified)	-1%	u	x	9%	x	0%	-26%	x
Cc1cc(-c2nc3ccccc3s2)ccc1NC(=O)c1cc(Cl)ccc1Cl	3%	-3%	x	u	x	5%	-12%	x
O=C1NC(=O)C(CCc2ccncc2)(CCc2ccncc2)C(=O)N1CCc1ccc(F)cc1	-1%	4%	14%	-6%	x	-5%	-9%	0%
O=C1NC(=O)C(=C/C=C/c2coc3ccc(Br)cc3c2=O)C(=O)N1	25µM*[fluorescent]	u	3.2µM*	7.9µM*	-27%	x	-20%	3%
CN1CCc2nc(SC(C(=O)O)c3ccccc3)c(C#N)c(-c3cccs3)c2C1 (stereo unspecified)	1%	-3%	u	u	-8%	0%	-14%	-4%
Cc1ccc(C)c(Cn2c(C(=O)O)c(C=O)c3ccccc32)c1	-1%	7%	19µM*	0%	x	11%	3%	4%
COc1cc(/C=C/[N+](=O)[O-])ccc1O	0%	1%	u	u	1%	5%	-15%	-7%
COc1nc(NCC2CCCO2)nc(N2CC3CC(C2)c2cccc(=O)n2C3)n1 (stereo unspecified)	0%	6%	x	-3%	x	-5%	5%	0%
C1CNC2NCCNC2N1 (stereo unspecified)	-2%	2%	8%	2%	4%	-10%	1%	4%
COc1ccc(OC)c(-n2c(O)c(/C=C3\C(C)=Nc4ccccc43)c(=O)[nH]c2=O)c1	0%	-11%	x	x	x	3%	-23%	7%
Cc1cccc(N2C(=O)NC(=O)/C(=C\c3cnn(-c4ccccc4)c3)C2=O)c1	5%	6%	7.1µM*	-18%	-4%	-14%	-4%	4%
O=C(OCC(=O)c1ccc([N+](=O)[O-])cc1)/C(=C/c1ccc(Cl)cc1)NC(=O)c1ccccc1	-3%	u	7.9µM*	28µM*	-9%	1%	-14%	-8%
Cc1cc2c(cc1C)-n1c(-c3ccccc3)c3c(=O)n(C)c(=O)n(C)c3c1C(c1ccco1)N2 (stereo unspecified)	0%	-8%	x	u	x	4%	-18%	x
COc1cccc([C@@]2(O)CCCC[C@@H]2CN(C)C)c1	0%&0%&-8%	0%&-3%&-14%	2%&12%	0%&-10%&-9%	0%	-1%&-4%&-1%	0%&-9%&-11%	3%&6%&6%
N#CC1=C(N)Oc2c(c(=O)oc3ccccc23)C1c1cccnc1 (stereo unspecified)	-9%	-12%	-3%	3%	-91%	-6%	4%	6%

From PubChem

This is a subset; rates above refer to the full screens.
